Screening data (PubChem)
M1 agonist: activates the M1 muscarinic receptor; CHO-M1 cells, Fluo-4 calcium fluorescence, agonist mode; stronger effect = higher value; B-score at 10 µM; AID 626; 3% of 64,000 active;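 active means fluorescence rise, raw or as B-score row- and column-corrected plate score, outside the 99.7% band of its plate's samples, either direction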
S1P3 ag: activates the human S1P3 receptor; S1P3 NFAT-BLA reporter cells, agonism, FRET ratio; relative to 1 µM S1P, basal subtracted; activation, % at 4.5 µM; 0.1% of 60,000 active; AID 373;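 active means activation above the screen-wide mean plus 3 SD, cut at about 4.5% in these data, passing the limit was not always enough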; further: some compounds called inactive have numbers as strong as hits
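Measure – % activation relative to 1 µM S1P (100%), per plate · System – stable CHO line with human S1P3, Gα16, NFAT-BLA reporter · Timing – cells plated overnight, compound 4 h 37 °C, substrate 2 h RT · Technique – fluorescent BLA substrate, ex 405 nm, em 460/535 nm ratio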
Jurkat tox 60K: cytotoxic compounds reducing Jurkat cell viability | 1.2% of 56,000 active | inhibition, % at 4 µM | Jurkat E6.1 viability, ATP luminescence, 48 h | AID 463;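 active means inhibition above the mean inhibition of all tested compounds plus 3 SD, cut at about 28% in these data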
5HT1a antag: blocks the human serotonin 5-HT1a receptor; P08908; CHO 5-HT1a Ga15 NFAT-bla reporter, antagonist mode; inhibition, % at 10 µM; 0.68% of 62,000 active; AID 612;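 active means inhibition above the mean of all tested compounds plus 3 SD, cut at about 43% in these data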;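 further: receptor stimulated by 5-CT agonist at 100 nM near EC80; beta-lactamase reporter measured by ratiometric fluorescence of a cleavable substrate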
Target sequence (P08908 whole entry, looked up): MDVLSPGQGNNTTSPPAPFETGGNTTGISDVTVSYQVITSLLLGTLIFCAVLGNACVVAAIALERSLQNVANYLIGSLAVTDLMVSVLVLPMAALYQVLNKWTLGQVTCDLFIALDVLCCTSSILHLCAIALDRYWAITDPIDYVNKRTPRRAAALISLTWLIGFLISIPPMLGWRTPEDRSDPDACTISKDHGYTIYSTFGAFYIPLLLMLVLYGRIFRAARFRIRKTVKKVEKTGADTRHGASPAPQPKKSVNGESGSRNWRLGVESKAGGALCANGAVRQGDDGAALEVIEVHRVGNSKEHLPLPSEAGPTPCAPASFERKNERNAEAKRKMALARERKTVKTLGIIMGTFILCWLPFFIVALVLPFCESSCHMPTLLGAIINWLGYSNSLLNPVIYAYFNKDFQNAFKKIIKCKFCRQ
HTR1A agonist: 5-HT1a (human) receptor agonism; P08908; CHO 5-HT1a Ga15 NFAT-bla reporter, FRET ratio; 0% basal, 100% maximal reference agonist; activation, % at 10 µM; 0.56% of 65,000 active; AID 567;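 active means activation above the screen-wide mean activation plus 3 SD, cut at about 19% in these data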;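 further: 0% = DMSO wells and 100% = 5-CT at EC100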
5HT1E ag: activates the human 5-HT1E serotonin receptor; P28566; CHO 5-HT1E Ga15 NFAT-bla reporter, FRET; 0% DMSO wells, 100% control agonist wells; AID 574; 0.69% of 65,000 active; activation, % at 6 µM;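 active means activation above a set limit, the screen-wide mean activation plus 3 SD, cut at about 8.5% in these data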;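 further: 100% = positive control agonist at 1 µM giving full maximal response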
M1 antagonist: antagonists of rat M1 muscarinic receptor; P08482; CHO-M1 cells, Fluo-4 calcium, ACh EC80 antagonist mode; stronger effect = lower value; B-score at 10 µM; 3.4% of 64,000 active;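 active means calcium fluorescence response, raw or row-and-column corrected B-score, differing from the plate sample mean either way at a set confidence level, mostly lower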
Target sequence (P08482 whole entry, looked up): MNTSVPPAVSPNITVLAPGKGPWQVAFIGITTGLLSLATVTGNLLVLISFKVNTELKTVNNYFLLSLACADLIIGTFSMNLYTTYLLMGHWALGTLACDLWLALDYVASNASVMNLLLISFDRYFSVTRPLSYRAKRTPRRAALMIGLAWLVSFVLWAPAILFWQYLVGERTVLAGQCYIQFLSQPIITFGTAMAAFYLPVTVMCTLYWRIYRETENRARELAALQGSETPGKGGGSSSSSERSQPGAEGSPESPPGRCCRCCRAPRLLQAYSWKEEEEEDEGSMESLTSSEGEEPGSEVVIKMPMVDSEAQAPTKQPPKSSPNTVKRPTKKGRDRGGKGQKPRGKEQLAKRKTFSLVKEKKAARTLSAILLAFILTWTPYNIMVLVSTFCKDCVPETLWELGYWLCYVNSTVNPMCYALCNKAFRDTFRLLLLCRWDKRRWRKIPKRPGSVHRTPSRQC
5HT1E antag: antagonists of human 5-HT1E serotonin receptor | P28566 | CHO 5-HT1E Ga15 NFAT-bla reporter, FRET, antagonist | inhibition, % at 6 µM | 0.99% of 65,000 active | AID 571;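 active means inhibition above a set limit, the mean inhibition across every tested compound plus 3 SD, cut at about 29% in these data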;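 further: signal is the 460 over 535 nm emission ratio of beta-lactamase substrate; 0% = agonist plus DMSO wells and 100% = wells without agonist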
S1P1 ag-PAM: agonists and agonism potentiators of human S1P1 receptor. 0.57% of 56,000 active. S1P1 CRE-bla cells, forskolin, beta-lactamase FRET, potentiator mode; S1P1 agonist co-added at EC20, 2 nM; 100% = saturating reference agonist, 0% = basal. activation, % at 9.5 µM. P21453;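 active means activation above a cutoff set at the mean activation of all tested compounds plus 3 SD, cut at about 54% in these data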;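 further: forskolin at 4 µM as EC80 and the EC20 agonist is SEW2871; 100% = SEW2871 at its EC100 plus forskolin at EC80; some compounds past the cut are filed as inactive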
* = called active by the depositor; . = not tested or not shown.

SMILES	M1 agonist	S1P3 ag	Jurkat tox 60K	5HT1a antag	HTR1A agonist	5HT1E ag	M1 antagonist	5HT1E antag	S1P1 ag-PAM
COC(=O)c1cc(NC(=O)C2COc3ccccc3O2)cc(C(=O)OC)c1 (configuration not stated)	0.27	-0.4	-1	-1	-2.3	-0.1	-13*	-9	17
CC(=O)Nc1cccc(NC(=O)Nc2ccc(C(C)=O)cc2)c1	-0.037	-0.7	5	-3	-2.7	-1.4	-0.81	3	-10
OC(COCc1ccccc1)CN1CCN(c2ccccc2F)CC1 (configuration not stated)	-2.8	-0.8	-5	22	2.3	0.9	0.11	6	-15
O=C(CN1C2=NCCN2c2ccccc21)c1ccc2c(c1)OCO2	0.96	-1.0	2	11	-6.2	-0.6	-0.66	10	-9
O=C(Cn1cccc1C(=O)c1ccccc1)NCc1ccc2c(c1)OCO2	-0.64	-0.1	1	5	-2.1	-1.0	-0.11	-3	-15
CCN(CC)CCCN1C(=O)C(=O)/C(=C(/O)c2ccc3c(c2)OCCO3)C1c1ccc(C)o1 (configuration not stated)	-1	0.1	-12	-3	-2.6	-1.4	-0.28	6	-22
Cc1ccc2nc(SCC(=O)O)nc(C)c2c1	-0.47	-0.8	4	2	-0.4	0.5	-0.17	8	-28
COCCNC(=O)CN1C(=O)CSc2ncccc21	1.7	-0.1	2	7	-3.1	-1.0	0.92	0	-1
CC(C)OCC(O)CSc1ccccn1 (configuration not stated)	0.39	-0.6	-12	-16	-0.6	1.0	0.0044	-2	-5
CC(C)c1cc(C(=O)NC2CCCCC2)no1	0.92	-0.4	-1	5	-3.0	-1.1	0.22	1	-10
CC(=O)c1cccc(NC(=O)c2cc3ccccn3n2)c1	0.025	0.1	4	4	-2.5	0.1	-0.59	5	-17
CCN(C(=O)c1ccnc(C(C)(C)C)c1)c1ccccc1	0.42	0.7	-2	0	-2.9	-0.2	-0.61	-7	-29
CCOC(=O)/C=c1\s/c(=C\c2ccc3c(c2)OCCO3)c(=O)n1CC(=O)NCC1CCCO1 (configuration not stated)	-0.021	-0.5	-4	-3	-0.7	0.7	0.45	3	-2
Cc1c(C2N3CC4(C)CN2CC(C)(C3)C4=O)c2ccccc2n1C (configuration not stated)	0.31	-0.4	-5	-8	-1.4	0.6	1.1	-8	-18
COc1ccccc1N1C(=O)C2CC=CC(C)C2C1=O (configuration not stated)	-0.077	-0.2	-5	-2	0.8	-0.3	-0.43	-10	.
CCc1nnc(NC(=O)Nc2ccc(OC)cc2)s1	-0.61	.	.	-19	1.5	1.3	-0.033	-10	.
COc1cc(C2C(C#N)=C(C)NC3=C2C(=O)CC(C)(C)C3)ccc1OCCO (configuration not stated)	-0.16	-1.1	0	-10	0.2	0.4	-1.8	-3	.
O=C(c1cccs1)N1CCN(Cc2cccnc2)CC1	0.009	0.1	-6	6	-0.7	0.1	-0.41	2	12
C=CCn1cnc2c(c1=O)c1nc3ccccc3nc1n2-c1ccccc1	0.02	0.1	-9	-4	2.7	0.9	-14*	-3	1
CC1CCN(C(=O)C(NS(=O)(=O)c2cccc3nsnc23)c2ccccc2)CC1 (configuration not stated)	0.84	-0.8	3	1	-1.6	0.3	-0.83	12	1
O=C(OCc1ccccc1F)c1ccc2c(c1)OCCO2	0.4	-0.7	2	5	-0.8	-0.2	0.07	8	4
c1ccc(CCNc2ccc3nncn3n2)cc1	0.5	-1.0	-4	-4	-2.5	0.4	-0.016	-5	-12
COc1ccc2cc(CCNC(=O)C3CCCC3)c(=O)[nH]c2c1	0.13	-1.0	5	-4	-2.3	0.4	0.74	-9	6
CCOC(=O)C(NC(=O)c1ccccc1)(N1CCCC1=O)C(F)(F)F (configuration not stated)	1.1	-0.8	0	0	-1.1	0.9	-0.67	-1	-9
CCS(=O)(=O)N1CCCC(C(=O)NCc2ccc(C)cc2)C1 (configuration not stated)	0.35	0.2	-3	-4	-0.3	0.5	0.49	0	-10
CCOC(=O)c1ccc(NC2c3ccccc3C(=O)N2c2cccnc2)cc1 (configuration not stated)	-1.4	-2.1	1	-2	0.1	1.2	-0.51	-8	-2
Cc1ccc(-c2nc(CS(=O)CC(=O)NCCN3CCCC3)c(C)o2)cc1 (configuration not stated)	-0.29	-1.1	-4	13	0.5	-1.1	-0.21	14	-5
O=C(Nc1c(F)cc(F)cc1Br)C1CCCO1 (configuration not stated)	0.46	-0.6	-4	-9	-1.8	-0.7	-0.014	-1	-24
COc1cc(OC)cc(-c2nnc(SCC(=O)N(C(C)C)C(C)C)o2)c1	-0.007	-0.7	0	14	-1.0	0.5	-0.13	14	15
CNC(=O)OCc1cccc(COC(=O)NC)n1	-0.85	-0.8	2	2	-0.7	-0.4	-0.13	-6	-13

Whole records from above. Order of screens: M1 agonist, S1P3 ag, Jurkat tox 60K, 5HT1a antag, HTR1A agonist, 5HT1E ag, M1 antagonist, 5HT1E antag, S1P1 ag-PAM
Entry for CCS(=O)(=O)N1CCCC(C(=O)NCc2ccc(C)cc2)C1 (configuration not stated) = 0.35, 0.2, -3, -4, -0.3, 0.5, 0.49, 0, -10
Entry for O=C(c1cccs1)N1CCN(Cc2cccnc2)CC1 = 0.009, 0.1, -6, 6, -0.7, 0.1, -0.41, 2, 12

Next part:
SMILES	M1 agonist	S1P3 ag	Jurkat tox 60K	5HT1a antag	HTR1A agonist	5HT1E ag	M1 antagonist	5HT1E antag	S1P1 ag-PAM
NC(=O)C1CCN(C(=O)c2ccc(CS(=O)(=O)c3c(Cl)cccc3Cl)o2)CC1	0.62	0.3	-2	-14	-0.3	0.3	0.72	-9	0
COc1cccc(NC(=O)N2CCC(C(N)=O)(N3CCCCC3)CC2)c1	0.6	-0.9	-2	-2	-1.5	0.3	-0.054	10	7
Oc1[nH]c2ccccc2c1C=NCC1CCCO1 (configuration not stated)	-0.19	0.0	-1	-10	-0.3	-0.6	-0.24	-12	-13
COc1ccccc1-n1c(SCC(=O)N(C)C2CCS(=O)(=O)C2)nc2ccccc2c1=O (configuration not stated)	-0.89	-0.8	-6	-4	0.5	0.1	-0.24	12	26
COc1ccc(C2C(C(=O)N3CCCCC3)c3ccccc3C(=O)N2C)cc1 (configuration not stated)	0.11	.	.	1	0.8	1.9	0.076	7	.
COc1cc(NC(=O)C2CCN(S(=O)(=O)c3cccc4nonc34)CC2)cc(OC)c1	0.16	0.4	1	-6	2.0	0.3	-0.68	-8	16
O=c1cc(O)nc2n1CCCS2	0.66	0.5	.	.	0.6	0.3	0.11	-10	0
O=C1c2ccccc2S(=O)(=O)N1CC(O)COc1ccc(Br)cc1 (configuration not stated)	-0.36	-1.0	7	0	-2.1	-0.8	-0.18	26	6
CC(=O)NC(C(=O)NCC(N)=O)C(C)C (configuration not stated)	-0.16	0.2	-5	1	-1.0	-1.3	-0.14	-12	-5
CCn1c(SCC(=O)Nc2nc(-c3ccccc3)cs2)nnc1-c1ccccc1O	2.6	-0.8	18	20	2.2	-1.1	0.51	-2	37
O=S(=O)(NCCO)c1cccc2cccnc12	-0.22	0.0	-13	10	-1.0	-1.2	-0.4	12	-15
Cc1ccc(N=Cc2ccc(O)cc2O)cc1F	-0.72	-0.7	1	12	-4.0	-0.4	0.27	8	-10
Cc1ccc(-n2ncc3c(=O)n(CC(=O)N4CCCCCC4)cnc32)cc1	-0.88	-0.6	4	-1	-0.9	-0.7	-0.7	12	-3
O=C(CSc1n[nH]c(-c2ccco2)n1)Nc1sc2c(c1C(=O)Nc1ccccc1)CCCC2	-0.22	-0.4	5	13	2.9	-0.6	0.084	-1	-18
COc1ccc(OCCNS(=O)(=O)c2ccccc2)cc1	1.2	-1.2	-4	8	-2.0	-1.1	-0.7	-1	-17

An excerpt from above in order of number of heavy atoms, ascending:
SMILES	M1 agonist	S1P3 ag	Jurkat tox 60K	5HT1a antag	HTR1A agonist	5HT1E ag	M1 antagonist	5HT1E antag	S1P1 ag-PAM
Cc1ccc2nc(SCC(=O)O)nc(C)c2c1	-0.47	-0.8	4	2	-0.4	0.5	-0.17	8	-28
CNC(=O)OCc1cccc(COC(=O)NC)n1	-0.85	-0.8	2	2	-0.7	-0.4	-0.13	-6	-13
C=CCn1cnc2c(c1=O)c1nc3ccccc3nc1n2-c1ccccc1	0.02	0.1	-9	-4	2.7	0.9	-14*	-3	1

Remaining list, next part:
SMILES	M1 agonist	S1P3 ag	Jurkat tox 60K	5HT1a antag	HTR1A agonist	5HT1E ag	M1 antagonist	5HT1E antag	S1P1 ag-PAM
CCOc1ccccc1C1CC(c2ccccc2)Nc2nc(N)nn21 (configuration not stated)	-0.039	-0.8	-2	12	-1.8	0.6	0.59	7	11
O=C1C2CC=C(Cl)CC2C(=O)N1c1ncn[nH]1 (configuration not stated)	0.039	0.1	-3	-4	1.3	0.1	0.076	-13	-13
COc1cccc2cc(C(=O)N3CCc4ccccc43)c(=O)oc12	0.03	-0.6	1	-12	-4.4	-0.6	0.1	-8	3
Cc1cccc(-n2ncc3c(N(C)Cc4ccccc4)ncnc32)c1	0.026	-1.4	6	-5	0.1	1.5	-0.016	-5	10
N#Cc1ccc(-c2ccc(OCC(O)Cn3nnc4ccccc43)cc2)cc1 (configuration not stated)	-0.0099	-5.7	.	.	2.9	-0.6	-0.017	8	24
CCCCCn1c(SCC2CCCO2)nc2cc(C(=O)N3CCC(C(N)=O)CC3)ccc2c1=O (configuration not stated)	5	.	.	-16	1.9	0.6	-0.04	1	.
CCOc1ccc(-n2cc(C(=O)N3CCN(C)CC3)c3cc(OC)c(OC)cc3c2=O)cc1	-1.6	0.5	-4	2	-0.7	0.1	0.18	-2	-2
Cc1cc2nc(C3CCN(CC4COc5ccccc5O4)CC3)[nH]c2cc1C (configuration not stated)	0.73	-0.6	2	36	6.2	0.5	-0.85	15	8
Cc1ccc(S(=O)(=O)C2(C(=O)NCc3ccc4c(c3)OCO4)CC2)cc1	-1.5	-0.7	-9	7	-1.0	0.5	1	-1	18
CCOC(=O)C1CCCN(S(=O)(=O)Cc2ccccc2)C1 (configuration not stated)	-1.4	-0.4	-2	4	-2.5	-1.3	-0.84	0	5
Cc1ccc(C)c(Cn2cnc3c(nnn3-c3ccc(F)cc3)c2=O)c1	0.33	0.0	4	-6	1.8	1.1	0.041	8	-18
CCOCC(=O)Nc1ccc(S(=O)(=O)N2CCOCC2)cc1	-0.13	.	.	-7	-2.1	0.9	-0.051	3	.
Cc1ccc(NC(=O)Cn2nc(C)c3ccccc3c2=O)cc1	0.25	-1.7	.	.	-3.5	0.6	0.41	4	0
COCCNC(=O)c1c(N)n(/N=C/c2cccs2)c2nc3ccccc3nc12	-0.61	-0.3	.	.	15	1.7	0.2	-18	0
O=C1CN(C(=O)c2ccccc2)c2ccccc2N1	-0.3	0.1	-2	-4	-0.7	-0.1	-0.098	-3	.
COC(=O)c1cccc(NC(=O)CSc2nnnn2C)c1	-0.39	-0.8	-2	-12	-0.3	0.3	0.6	-10	-8
CC(C)C(NS(=O)(=O)c1ccc2c3c(cccc13)C(=O)N2)C(=O)O (configuration not stated)	0.15	-1.4	1	6	-4.5	0.2	-0.076	-9	-16
COc1ccc(NC2CCN(C3CC(=O)N(c4ccc(F)c(Cl)c4)C3=O)CC2)cc1 (configuration not stated)	0.65	-0.5	0	-2	-0.4	1.4	-0.22	4	.
COc1cc2nc(CN3CCN(c4ncc(C(F)(F)F)cc4Cl)CC3)[nH]c(=O)c2cc1OC	-0.17	-0.4	-5	6	-1.8	-0.5	0.42	0	-26
CCOC(=O)C1=C(CSc2nc(C)ccc2C#N)OC(N)=C(C#N)C1c1cccc(OC)c1OC (configuration not stated)	-0.069	-0.7	4	12	-4.7	1.3	-0.015	0	-2
